From PubChem
rad50: NCI yeast anticancer drug screen, S. cerevisiae rad50 strain; % growth inhibition at 50 µM; hit rate 10% among 79,000;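 also: 0% = growth of vehicle-only cultures of the same strain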
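Relative growth inhibition (compound vs vehicle) was measured in yeast with a defined repair-gene alteration.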
mlh1 rad18: NCI yeast anticancer drug screen, S. cerevisiae mlh1 rad18 strain | % growth inhibition at 50 µM | hit rate 11% among 79,000 | AID 175, 2004;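 also: 0% = growth of vehicle-only cultures of the same strain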
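In this whole-cell yeast screen, a strain with altered DNA damage repair is challenged with compound, and its growth is measured against matched vehicle-treated controls.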
sgs1 mgt1: NCI yeast anticancer drug screen, S. cerevisiae sgs1 mgt1 strain. hit rate 10% among 78,000. growth inhibition, % at 50 µM. AID 161, 2004;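 also: 0% = growth of vehicle-only cultures of the same strain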
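Mutant yeast exposed to compound; growth scored against vehicle-only wells.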
yeast bub3: NCI yeast anticancer drug screen, S. cerevisiae bub3 mutant strain. AID 167, 2004. hit rate 9.9% among 78,000. % growth inhibition at 50 µM;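 also: 0% = growth of vehicle-only cultures of the same strain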
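Mutant yeast screening strain plus compound; vehicle-treated cultures serve as the 0% inhibition reference.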
yeast mec2-1: NCI yeast anticancer drug screen, S. cerevisiae mec2-1 strain; % growth inhibition at 50 µM; hit rate 9% among 79,000; AID 157, 2004;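 also: 0% = growth of vehicle-only cultures of the same strain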
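Using mec2-1 yeast: add compound, measure growth, express inhibition versus vehicle-treated cultures.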
cln2 rad14: NCI yeast anticancer drug screen, S. cerevisiae cln2 rad14 strain; hit rate 8.3% among 78,000; % growth inhibition at 50 µM; AID 165, 2004;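 also: 0% = growth of vehicle-only cultures of the same strain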
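Growth of compound-exposed yeast (cln2 rad14 genotype) measured and expressed as inhibition relative to vehicle.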
* = called active by the depositor; nt = not tested or not shown; & = joins results of further samples. Rule as the data show it: active = growth inhibition above about 70%; inactive = the rest. This is a subset; rates above refer to the full screens.

#	mol	cln2 rad14	mlh1 rad18	rad50
1	C=CCC1(C(=C)C)C(=O)NC(=O)NC1=O	3	-11	6
2	O=c1c2ccccc2nc(-c2ccccc2)n1-c1nccs1	7	28	18
3	CCOP(=S)(OCC)OCC1OC(OC)C2OC(C)(C)OC12 (centres undefined)	-35	4	-26
4	Cc1nc2c(Br)cc(Br)cc2c(=O)n1-c1ccccc1N	19	46	63
5	C/C=C/C(C)C1(CCC)C(=O)NC(=S)NC1=O (centres undefined)	-28	12	8
6	C=CCCC1(CCCCC)C(=O)NC(=O)NC1=O	-53	4	22
7	CC1(C)N=C(N)N=C(N)N1c1ccc(OCCCCNC(=O)Nc2ccc(S(=O)(=O)F)cc2)c(Cl)c1	97*	99*	98*
8	NNc1ccccc1	97*	99*	99*

#	yeast bub3	yeast mec2-1	sgs1 mgt1
1	-14	6	1
2	10	17	9
3	12	2	-2
4	70*	9	64
5	4	8	-1
6	-2	5	-2
7	99*	99*	99*
8	96*	97*	99*

An excerpt from above in order of heavy-atom count, lowest first:
#	mol	cln2 rad14	mlh1 rad18	rad50
8	NNc1ccccc1	97*	99*	99*
1	C=CCC1(C(=C)C)C(=O)NC(=O)NC1=O	3	-11	6
5	C/C=C/C(C)C1(CCC)C(=O)NC(=S)NC1=O (centres undefined)	-28	12	8
6	C=CCCC1(CCCCC)C(=O)NC(=O)NC1=O	-53	4	22
4	Cc1nc2c(Br)cc(Br)cc2c(=O)n1-c1ccccc1N	19	46	63
2	O=c1c2ccccc2nc(-c2ccccc2)n1-c1nccs1	7	28	18
7	CC1(C)N=C(N)N=C(N)N1c1ccc(OCCCCNC(=O)Nc2ccc(S(=O)(=O)F)cc2)c(Cl)c1	97*	99*	98*

#	yeast bub3	yeast mec2-1	sgs1 mgt1
8	96*	97*	99*
1	-14	6	1
5	4	8	-1
6	-2	5	-2
4	70*	9	64
2	10	17	9
7	99*	99*	99*

Next section
#	mol	cln2 rad14	mlh1 rad18	rad50
9	CC1CCC(C)N1CC#CCN1C(C)CCC1C (centres undefined)	7	-5	28
10	O=C(O)CC1NCc2cc3ccccc3nc21 (centres undefined)	10	17	6
11	C[N+](C)(C)CC1CCCC(C[N+](C)(C)C)C1=O (centres undefined)	26	97*	92*
12	c1cc2ccc3cccc4ccc(c1)c2c34	-1&-1	15&-9	10&-9
13	CC(C)(CBr)COP1(=O)NCC(C)(C)CO1 (centres undefined)	20	11	14
14	CC(=N\[O-])/C(C)=N/[O-].CC(=N\[O-])/C(C)=N/[O-].[Cu+2]	-19	29	43
15	C[CH2][Sn]([CH2]C)([CH2]C)[O]C(=O)CO	55	85*	82*
16	CO[C@H](C)[C@](O)(C(=O)OCC1=CC[N+]2([O-])CC[C@H](O)[C@@H]12)C(C)C (some centres undefined)	7	-10	2

#	yeast bub3	yeast mec2-1	sgs1 mgt1
9	1	7	8
10	-1	-13	-17
11	89*	100*	68
12	22&-14	2&-45	13&-20
13	4	-4	4
14	34	23	15
15	87*	87*	87*
16	-9	-20	2

Some of the entries so far, as tab-separated lines.
nr	molecule	cln2 rad14	mlh1 rad18	rad50	yeast bub3	yeast mec2-1	sgs1 mgt1
9	CC1CCC(C)N1CC#CCN1C(C)CCC1C (centres undefined)	7	-5	28	1	7	8
10	O=C(O)CC1NCc2cc3ccccc3nc21 (centres undefined)	10	17	6	-1	-13	-17

(further entries)
#	mol	cln2 rad14	mlh1 rad18	rad50
17	COP1(=O)Oc2ccccc2C(=O)C(C(F)(F)F)(C(F)(F)F)O1 (centres undefined)	5	-34	-17
18	CCN(CC)c1cc[c]([Hg][O]C(C)=O)cc1	99*	99*	99*
19	Cc1ccc(C2NC2C(=O)c2ccccc2)cc1 (centres undefined)	-30	-7	5
20	NC(=O)Cn1cnnn1	0	-3	-7
21	CN(C)P(=S)(N(C)C)N1CCC1	-10	-3	1
22	Clc1ccc([Se][Se]c2ccc(Cl)cc2)cc1	1	59	56
23	Cc1cc(OC(=O)N(C)C)n(-c2ccccc2)n1	12	7	29
24	Clc1cccc(Cl)c1C(Cl)Cl	-4	-11	-7

#	yeast bub3	yeast mec2-1	sgs1 mgt1
17	-20	-2	-16
18	99*	99*	99*
19	-12	-24	0
20	3	-2	-14
21	-2	-10	0
22	33	13	55
23	5	19	11
24	-7	-17	-3

Following part:
#	mol	cln2 rad14	mlh1 rad18	rad50
25	CCN(CC)CCBr	2	20	70*
26	CCCCCC1(C(C)C)C(=O)NC(=O)NC1=O	15	6	3
27	O=S(c1ccc(Cl)cc1)c1ccc(Cl)cc1	-66	19	2
28	C#CCN1C(=O)CN2C(Cl)(Cl)C2(c2ccccc2)c2cc(Cl)ccc21 (centres undefined)	-2	38	20
29	CC(=O)OC(C)(C)/C=C/C(=O)[C@](C)(O)[C@H]1[C@H](O)C[C@@]2(C)[C@@H]3CC=C4[C@@H](C[C@H](O)C(=O)C4(C)C)[C@]3(C)C(=O)C[C@]12C	2	18	34
30	Nc1ccc([N+](=O)[O-])cc1N	-37	10	9
31	[Se]=P(NC1CCCCC1)(NC1CCCCC1)NC1CCCCC1	5	18	14
32	COc1cc2c(cc1OC)-c1ccc3c([n+]1CC2)CCC3=O	36	5	-14

#	yeast bub3	yeast mec2-1	sgs1 mgt1
25	-11	-12	38
26	-1	9	2
27	14	18	34
28	3	16	-13
29	29	1	28
30	-17	-15	-13
31	3	-1	2
32	0	-3	-16

The list goes on:
#	mol	cln2 rad14	mlh1 rad18	rad50
33	Cc1ccc2nc(NC(=O)/C(=N\NC(=S)NN)C3C(=O)NC(=S)NC3=O)sc2c1	9	-26	1
34	CCC[CH2][Sn][Cl]	98*	97*	98*
35	NC(=O)CCC(N)C(=O)O (centres undefined)	14	15	4
36	CN(C)P(=O)(Oc1ccccc1)N(C)C	-4	-47	5
37	CC(C)Oc1nc(N2CCNCC2)nc2c1CCCC2	20	10	16
38	CC1=C2C(=O)[C@H]3[C@@H](CC=C4C[C@@H](O)CC[C@@]43C)[C@@H]2CC[C@]12O[C@@H]1C[C@H](C)CN[C@H]1[C@H]2C	81*	87*	86*
39	NCC1OC(OC2C(CO)OC(OC3C(O)C(N)CC(N)C3OC3OC(CN)C(O)C(O)C3N)C2O)C(N)C(O)C1O (centres undefined)	3	7	6
40	COC(=O)C1C(C(=O)OC)C2(OC)c3ccccc3-c3ccccc3C12 (centres undefined)	12	13	5

#	yeast bub3	yeast mec2-1	sgs1 mgt1
33	-24	-18	10
34	98*	99*	99*
35	-6	5	-13
36	-31	8	-19
37	1	5	-5
38	88*	91*	87*
39	15	2	10
40	3	-12	-18

Next part:
#	mol	cln2 rad14	mlh1 rad18	rad50
41	CCN(CC)CCn1c(=O)c2ccccc2n(CCN(CC)CC)c1=O	21	10	20
42	Nc1nc(N)c(N=Cc2ccc(N(CCCl)CCCl)cc2)c(N)n1	12	53	25
43	CC1(C)N=C(NN=C2CCCCC2)SP1(=O)NCC(=O)O (centres undefined)	5	2	5
44	O=c1oc2cc(O)ccc2c(O)c1C(c1ccc(/C=C/c2ccccc2)cc1)c1c(O)c2ccc(O)cc2oc1=O	91*	93*	89*
45	N.N.O=P([O-])([O-])CN(CP(=O)([O-])[O-])CP(=O)([O-])[O-].[Pt+2]	-13	-23	-4
46	CC(=O)NC1C([Se][As](C)C)OC(COC(C)=O)C(OC(C)=O)C1OC(C)=O (centres undefined)	-7	-6	-15
47	CC(=O)O[C@H]1CCC2[C@@H]3CC[C@]4(C)CC(=O)C=C[C@]4(C)C3CC[C@@]21C (some centres undefined)	85*	89*	85*
48	COc1ccc2[nH]c3c(c2c1)CCN=C3C	-61	-29	-16

#	yeast bub3	yeast mec2-1	sgs1 mgt1
41	13	13	22
42	0	6	-6
43	16	10	-14
44	86*	92*	90*
45	1	-10	-11
46	-3	-20	24
47	87*	90*	88*
48	13	-13	-13

Next results.
#	mol	cln2 rad14	mlh1 rad18	rad50
49	CC(C)CCC(C)N (centres undefined)	24	7	1
50	Cc1ccc(OP(=O)(Oc2ccc(C)cc2)Oc2ccc(C)cc2)cc1.Cc1ccc(OP(=O)(Oc2ccc(C)cc2)Oc2ccc(C)cc2)cc1.Cc1ccc(OP(=O)(Oc2ccc(C)cc2)Oc2ccc(C)cc2)cc1.Cc1ccc(OP(=O)(Oc2ccc(C)cc2)Oc2ccc(C)cc2)cc1.[O-][Cl+3]([O-])([O-])O.[Zn+2]	6	-22	3
51	CC(C)NCCc1c[nH]c2ccccc12	-60	2	3
52	CN(C)C(=O)Sc1c(S(=O)(=O)F)ccc(Cl)c1Cl	21	9	22
53	O=S(=O)(O)c1ccc([Se][Se]c2ccc(S(=O)(=O)O)cc2)cc1	-34	-17	6
54	C=CO/C(C)=C(\[Se]c1ccccc1)C(C)=O	57	91*	93*
55	C[C@]12CC[C@H](O)C=C1CC[C@@H]1[C@@H]2CC[C@]2(C)C(c3ccc(=O)oc3)CC[C@]12O (some centres undefined)	11	9	-3
56	COc1ccc2n[se]nc2c1	12	21	46

#	yeast bub3	yeast mec2-1	sgs1 mgt1
49	11	-2	-5
50	5	10	1
51	13	-7	12
52	6	15	10
53	-19	-13	-18
54	75*	86*	92*
55	0	-13	18
56	52	28	27

(next part)
#	mol	cln2 rad14	mlh1 rad18	rad50
57	N#CC(C#N)=Cc1ccccc1F	15	13	16
58	O=C(O)C(Br)C(Br)C(=O)O.[Ag] (centres undefined)	99*	99*	99*
59	CN(C)c1ccc(/C=C2/NC(=S)NC2=O)cc1	7	-40	9
60	CCC(C)(N)Cc1ccc(Cl)cc1 (centres undefined)	-9	1	7
61	Nc1nnc(N)n1-n1c(N)nnc1N	-13	19	56
62	CC(=O)OCC(=O)[C@@]1(O)CC[C@@]2(O)[C@@H]3CCC4=CC(=O)CC[C@]4(C)[C@H]3[C@@H](O)C[C@@]21C	6	-9	-6
63	OC1CCCC[CH]1[Hg][Cl] (centres undefined)	99*	99*	99*
64	CCC1(/C(C)=C/C(C)C)C(=O)NC(=O)NC1=O	-11&9	5&4	16&16

#	yeast bub3	yeast mec2-1	sgs1 mgt1
57	11	7	12
58	99*	99*	99*
59	-45	7	-15
60	-6	5	11
61	1	12	28
62	-6	6	16
63	99*	100*	49
64	2&5	5&13	6&1

(list continues)
#	mol	cln2 rad14	mlh1 rad18	rad50
65	CC1=CC(=O)NP(=O)(Oc2ccc(C)cc2)N1 (centres undefined)	-1	-4	-8
66	Cc1ccc(-n2c(=S)[nH]c3ccccc3c2=O)cc1F	nt	-18	-24
67	CC(NCCN(C)C)C1CC2CCCCN2C1 (centres undefined)	41	33	4
68	NC(=O)C(CCN1CCCCC1)(c1ccccc1)c1ccccc1	-35	-8	-10
69	CCOP(=O)(CC(=O)c1ccccc1)OCC	1	21	10
70	[O-][n+]1onc2c1-c1nonc1CC2	16	1	-34
71	CN(C)c1nc(N)nc(CCl)n1	-3	-83	-1
72	O=c1oc2cc(O)ccc2c(O)c1C(c1ccccc1F)c1c(O)c2ccc(O)cc2oc1=O	47	40	54

#	yeast bub3	yeast mec2-1	sgs1 mgt1
65	-25	16	-5
66	nt	-26	nt
67	1	12	16
68	-9	-15	6
69	-1	1	-18
70	-4	6	-10
71	2	2	-10
72	36	61	44

New compounds follow.
#	mol	cln2 rad14	mlh1 rad18	rad50
73	CN1C(=O)CC[C@@]2(C)C1=CC[C@H]1[C@@H]3CC[C@H](O)[C@@]3(C)CC[C@@H]12	-3	15	-9
74	C=C(C)C(=O)OC1CCC2(C)C(CCC3C2CCC2(C)C(c4ccc(=O)oc4)CC4OC432)C1 (centres undefined)	60	64	72*
75	COC(=O)Nc1nc2ccccc2[nH]1	4	7	-19
76	[C-]#[N+]CS(=O)(=O)c1ccc(C)cc1	11	1	-17

#	yeast bub3	yeast mec2-1	sgs1 mgt1
73	62	15	55
74	71*	67	64
75	2	-4	-13
76	4	-11	-7
